From PubChem BioAssay
Pol eta inh – blocks human DNA polymerase eta activity. 390,000 compounds, 1.2% hits. Q9Y253. Potency, µM (top dose mostly 114 µM), for the others: at the top dose activity change, negative = inhibition, hits mostly inhibitors. recombinant Pol eta, fluorescent DNA replication assay; note: potency is the fitted concentration of half-maximal effect; % is set by controls: 0 for no effect and ±100 for the full control effect
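Pol eta (10 nM) was preincubated with compounds for 15 min at room temperature, after which fluorescent replication substrate (50 nM final) was added to start the reaction. Fluorescence was read kinetically at 0 and 10 min.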
RGS4 inhibitor – inhibitors of human regulator of G protein signaling 4; Potency, µM (titrated, usually from 114 µM), for inactives: top-dose activity change, negative = inhibition, usual class: inhibitors; Transcreener GDP fluorescence polarization, RGS4-accelerated GTP hydrolysis; 390,000 compounds, 0.039% hits; P49798; note: potency is the fitted concentration of half-maximal effect; % is set by controls: 0 for no effect and ±100 for the full control effect; nearly all actives have a fitted effect of over 75% in size; some results filed as inactive show a strong effect at the top dose
Target sequence (P49798 whole entry, looked up): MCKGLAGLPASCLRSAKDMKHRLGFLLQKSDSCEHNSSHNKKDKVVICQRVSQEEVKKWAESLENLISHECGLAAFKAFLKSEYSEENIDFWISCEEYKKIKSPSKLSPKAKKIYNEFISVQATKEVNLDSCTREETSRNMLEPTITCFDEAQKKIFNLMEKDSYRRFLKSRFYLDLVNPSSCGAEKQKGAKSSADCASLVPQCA
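MLSMR compounds (23 nl, pin-transferred) preincubated 10 min at room temperature with a 500nM (2x) first reagent, then RGS4 at 900nM (2x) plus Transcreener GDP mix added; fluorescence polarization (620/688 nm) read before and after 90 min at 30 °C.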
POLB inh – blocks human DNA polymerase beta activity; Pol beta primer extension/strand displacement, fluorescence kinetic; Potency, µM (top dose mostly 114 µM), for the others: at the top dose activity change, negative = inhibition, hits mostly inhibitors; 340,000 compounds, 1.3% hits; AID 485314; P06746; note: potency is the fitted concentration of half-maximal effect; % is set by controls: 0 for no effect and ±100 for the full control effect
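Curves were derived by four-parameter Hill fits of normalized qHTS data. The kinetic fluorescent primer-extension read was taken at 0 and 10 min after 50 nM substrate, following a 15 min room-temperature preincubation of 10 nM enzyme with compounds.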
12-LOX inh – ALOX12 (human) lipoxygenase inhibition. purified 12hLO, xylenol orange hydroperoxide absorbance. 580,000 compounds, 1.1% hits. Potency, µM (titrated, usually from 108 µM), for inactives: at the highest dose activity change, negative = inhibition, actives largely listed as inhibitors. P18054; note: potency is the fitted concentration of half-maximal effect; % is set by controls: 0 for no effect and ±100 for the full control effect
Target sequence (P18054 whole entry, looked up): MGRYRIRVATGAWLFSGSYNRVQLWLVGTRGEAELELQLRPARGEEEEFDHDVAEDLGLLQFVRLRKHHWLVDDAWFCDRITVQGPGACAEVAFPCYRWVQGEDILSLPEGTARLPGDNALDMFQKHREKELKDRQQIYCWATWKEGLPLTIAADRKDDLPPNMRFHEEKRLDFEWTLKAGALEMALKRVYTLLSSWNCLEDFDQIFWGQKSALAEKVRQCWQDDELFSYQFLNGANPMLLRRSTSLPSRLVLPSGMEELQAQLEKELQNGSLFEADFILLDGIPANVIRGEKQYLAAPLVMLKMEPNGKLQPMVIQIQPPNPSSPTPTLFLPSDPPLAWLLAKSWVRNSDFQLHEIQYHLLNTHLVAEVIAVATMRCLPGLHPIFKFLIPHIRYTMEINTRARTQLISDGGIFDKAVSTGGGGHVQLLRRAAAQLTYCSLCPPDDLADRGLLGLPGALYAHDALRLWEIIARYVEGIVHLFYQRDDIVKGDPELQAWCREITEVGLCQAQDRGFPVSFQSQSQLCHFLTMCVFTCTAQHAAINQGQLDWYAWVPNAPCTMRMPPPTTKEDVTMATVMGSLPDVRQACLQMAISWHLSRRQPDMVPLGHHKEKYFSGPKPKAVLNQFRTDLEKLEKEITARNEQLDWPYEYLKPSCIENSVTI
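Purified human 12hLO at 150 nM in 25 mM Hepes, 0.01% Triton X-100, pH 7.0, preincubated 15 min at room temperature with compound. Reaction started with 40 uM arachidonic acid, 30 min at room temperature. Hydroperoxide measured by Fe-xylenol orange, 573/405 nm absorbance ratio.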
Apoferritin bind – binds horse apoferritin like a general anesthetic | P02791 | apoferritin/1-aminoanthracene competitive binding, fluorescence | Potency, µM (top dose mostly 77.5 µM), for inactives: at the highest dose activity change, negative = displacement, most hits filed as inhibitors | 350,000 compounds, 0.074% hits; note: potency is the fitted concentration of half-maximal effect; % is set by controls: 0 for no effect and ±100 for the full control effect; nearly all actives have a fitted effect of over 20% in size
Target sequence (P02791 2-175 limits assumed): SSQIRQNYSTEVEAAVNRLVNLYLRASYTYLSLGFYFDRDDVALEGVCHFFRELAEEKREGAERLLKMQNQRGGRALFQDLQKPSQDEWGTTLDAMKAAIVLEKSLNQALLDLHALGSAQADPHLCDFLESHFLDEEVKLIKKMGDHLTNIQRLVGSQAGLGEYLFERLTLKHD
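Apoferritin-based anesthetic binding model; compound displacement of fluorescent 1-AMA measured as endpoint fluorescence after 10 minutes at room temperature, scaled to free-ligand and complex controls.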
ERG Ets-DNA blk – blocks human ERG Ets domain binding to DNA | Potency, µM (series often up to 76.9 µM), for inactives: top-dose FP activity, negative = inhibition, usual class: inhibitors | AID 624246 | 370,000 compounds, 0.028% hits | fluorescence polarization, His-ERG Ets domain / labelled DNA | P11308; active = well fitted inhibition curve with a large enough effect in the polarisation, with a control signal flat; inconclusive = small, poorly fitted or top-dose-only effect, or effect the other way, or a change in a side signal; inactive = no such curve, though single readings can be large or run the other way; the % refers to the polarisation;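 note: polarization taken with two DNA probes labelled with fluorescein and Texas red; potency is the fitted concentration of half-maximal effect; % of control where 0% means no effect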
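His-tagged ERG Ets domain (1 uM in the protein solution; 300mM KCl, 50mM Tris-HCl, 1mM EDTA, 1mM DTT, pH 7.5) received compound, then a probe mix of 5 nM fluorescein-DNA and 100nM Texas-615-DNA. Fluorescence polarization was read for both dyes.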
LDHA inh – LDHA (human) enzyme inhibition; purified LDHA, NADH/diaphorase-resazurin fluorescence; hits give low values; AID 1347041; P00338; activity change, % (values are at about 110 or 230 µM); 480,000 compounds, 0.15% hits; in the data active = activity change below about -30%; inconclusive = mostly about -25% to -30%;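 note: plate controls were DMSO wells for no effect and wells without enzyme for full effect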
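Remaining NADH was detected by diaphorase (0.133 mg/mL) converting 37 µM resazurin to fluorescent resorufin, read at 0 and 20 minutes. The preceding 5-minute room-temperature reaction used 2 nM LDHA, 0.2 mM sodium pyruvate and 0.06 mM NADH at pH 7.4.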
POLK inh – blocks human DNA polymerase kappa activity | 400,000 compounds, 0.53% hits | Q9UBT6 | purified Pol kappa, fluorescent DNA synthesis assay, 10 min | Potency, µM (highest dose often 107 µM), for inactives: at the highest dose activity, negative = inhibition, hits mostly inhibitors | AID 588579; note: potency is the fitted concentration of half-maximal effect; % is set by controls: 0 for no effect and ±100 for the full control effect
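First, compounds were pin-transferred onto 10 nM Pol kappa. After 15 min at room temperature, substrate was added to 50 nM final. Fluorescence was then measured kinetically at 0 and 10 min.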
APE1 inh – APE1 (human) endonuclease inhibition; P27695; recombinant APE1, TAMRA/BHQ-2 abasic DNA cleavage fluorescence; Potency, µM (doses to about 65.8 µM), for the others: at the highest dose activity change, negative = inhibition, usual class: inhibitors; 350,000 compounds, 0.35% hits; AID 2517;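 note: potency is the fitted concentration of half-maximal effect; plate controls were vehicle for no effect and reference inhibitor for full effect; nearly all actives have a fitted effect of over 55% in size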
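Incision of a quenched TAMRA/BHQ-2 THF abasic-site duplex (50 nM) by 0.75 nM APE1, after 15 min compound preincubation, measured as fluorescence increase over three 60 s reads. Values normalized to buffer, DMSO and NSC13755 control wells.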
An asterisk follows results filed as active; ? = inconclusive; nt = no result given; & = joins results of further samples; [ ] = remark or other dose. Unless noted, calls come from the whole dose curve; as a rule, active = well fitted curve in the direction sought with a large enough effect; inconclusive = small, poorly fitted or top-dose-only effect, or another doubt; inactive = no such curve, though single readings can be large; an effect the other way counts as inactive or inconclusive. These rows are one share of the data. The share of hits here may be higher or lower than overall.

SMILES	Pol eta inh	RGS4 inhibitor	POLB inh	12-LOX inh	Apoferritin bind	ERG Ets-DNA blk	LDHA inh	POLK inh	APE1 inh
Cc1ccc(Nc2cc(C(=O)NC3CCCC3)c3ccccc3n2)c(C)c1	5%	8%	21%	-16%	55%[activator]	-3%	-10	-5%	nt
CCCCN(C)CCNC(=O)C(=O)c1c(C)[nH]c2ccccc12	-19%	0%	1%	293%[activator]	-5%	-9%	-3	3%	-6%
O=C(N/N=C/C=C\c1ccccc1[N+](=O)[O-])c1ccco1	2%	-4%	5%	?	-4%	-6%	-3	-7%	-2%
CCOC(=O)[C@H]1[C@H]2COc3ccc(C)cc3[C@@H]2N2C(=O)c3cc(Cl)ccc3NC(=O)[C@@]12C	-16%	-3%	nt	?	nt	0%	-3	9%	-21%
COC1C(O)C(O)C(O)C(O)C1O (stereo not given)	?	0%	nt	1%	0%	14%	-1	6%	-1%
CCCc1ncc(CN2CCC(C(=O)Nc3cccc(-c4cscn4)c3)CC2)cn1	2%	-9%[56.9 µM]	23%	3%	-9%	-8%	-3	-3%	14%
O=C(CSc1nnc(-c2ccccc2)n1Cc1ccco1)Nc1ccc(S(=O)(=O)N2CCCC2)cc1	-12%	2%	0%	-11%	-11%	3%	-5	-12%	-5%
COc1ccc(-c2cc(C(=O)NCc3ccc(C)cc3)c3cc(C(C)C)ccc3n2)cc1	-19%	4%	1%	-19%	-5%	2%	-7	0%[60.1 µM]	nt
CC1CN(C(=O)c2cccc(COc3ccc(Br)cc3)c2)CC(C)O1 (stereo not given)	-21%	-24%	25%	19%	-13%	0%	-2	-4%	0%
Cn1c(SCc2ccccc2)nnc1-c1ccc2c(c1)OCO2	-12%	?	-12%	0%	-8%	-4%	-9	-5%	0%
CC(C)(C)NC(=O)/C=C/c1cccc(C(F)(F)F)c1	-10%	11%	22%	-18%	-13%	-19%	1	-8%	16%
COc1ccc(C2c3c(-c4c(C)cc(C)cc4O)n[nH]c3C(=O)N2Cc2ccco2)cc1 (stereo not given)	nt	-7%	-5%	?	?	-2%	-1	-2%	nt
COc1cc(C2/C(=C(\O)c3ccc4c(c3)CC(C)O4)C(=O)C(=O)N2CCCn2ccnc2)cc(OC)c1OC (stereo not given)	-8%	4%	17%	-25%	-11%	13%	1	2%	20%
CCOC(=O)c1c(C)[nH]c(C(=O)/C(C#N)=C/c2ccc(OC)c(OC)c2)c1C	4%	-14%	28%	-12%	-10%	16%	-3	-5%[60.1 µM]	?
CCOC(=O)c1cnc2c(C(F)(F)F)cccc2c1NCCCN1CCOCC1	-17%	-7%	-19%	0%	-18%	-7%	-5	4%	9%
c1ccc(-c2csc(-c3ccc(-c4csnn4)cc3)n2)cc1	4%	23%	2%	0%	1%	2%	-5	-6%	7%
N/C(Cc1nc(-c2ccc(F)cc2)cs1)=N\O	-15%	-5%	-10%	248%[activator]	0%	16%	-3	-6%	2%
Cc1ccc2cccc(OCC(=O)NCc3ccco3)c2n1	8%	5%	-14%	-15%	-16%	-4%	9	-8%	-1%
CCOc1ccc2nc(SC(C)C(N)=O)[nH]c2c1 (stereo not given)	-10%	-14%	1%	-17%	-9%	5%	6	1%	5%
CCSc1ncc(C)cc1[N+](=O)[O-]	-16%	14%	22%	-18%	-3%	4%	-5	-12%	7%
CCc1nc(SCc2cccnc2)c2c(=O)n(C)c(=O)n(C)c2n1	-5%	-3%	-3%	-1%[57.4 µM]	-6%	-6%	-14	-11%	3%
CC(C)c1ccc(S(=O)(=O)Nc2ccc3oc4c(c3c2)C(=O)CC(C)(C)C4)cc1	-4%	33%	5%	-2%	-3%	-5%	5	-11%	nt
Cc1ccc([N+](=O)[O-])cc1N=Nc1c(-c2ccc([N+](=O)[O-])cc2)[nH]n(C(N)=S)c1=O	?	?	-19%	nt	-16%	9%	-9	-12%	-2%
O=C(NCCc1ccccc1)C1CCN(Cc2ccccc2F)CC1	-5%	27%	16%	-26%	-1%	1%	-13	-6%	8%
COc1ccc(/C(C)=N/NC(=O)CNC(=O)C2COc3ccccc3O2)c(OC)c1 (stereo not given)	-19%	5%	-16%	0%	?	-8%	-1	0%	-1%
SMILES	Pol eta inh	RGS4 inhibitor	POLB inh	12-LOX inh	Apoferritin bind	ERG Ets-DNA blk	LDHA inh	POLK inh	APE1 inh
CC(=O)N1CC2(CC(=O)OC(C)C)CN(C(C)=O)CC(CC(=O)OC(C)C)(C1)C2=O	-10%	-3%	-12%	?	7%	10%	1	-1%	4%
COc1ccc(F)c(CN2CCC(n3nccc3NC(=O)CCCc3ccccc3)CC2)c1	-11%	-2%	2%	-6%	-13%	7%	-4	-18%	1%
O=C(COC(=O)c1cc[n+]([O-])cc1)Nc1cc([N+](=O)[O-])ccc1Cl	-15%	1%	nt	-5%	nt	-8%	-4	-15%	0%
CC(C)c1onc(C(=O)NCc2ccc(F)cc2)c1[N+](=O)[O-]	-17%	-12%	0%	10%	7%	-2%	-5	-14%	-2%
CC(=O)c1cccc(CN2CCc3ccc(NC(=O)C4CCCO4)cc3C2)c1 (stereo not given)	-16%	-5%	14%	-8%	-10%	8%	1	-1%	21%
CCN(CC)S(=O)(=O)c1ccc(Cl)c(NC(=O)c2ccccc2C)c1	-29%	-14%[11.4 µM]	13%	0%	-5%	0%	-1	-9%	9%
CCNc1ccc2c(Cl)cc(=O)oc2c1	-5%	-17%	?	-1%	88%[activator]	-6%	4	-1%	-4%
O=C(Nc1ccc(N2CCCCC2)c(Cl)c1)c1cccnc1	-11%	24%	4%	-9%	?	-10%	-4	-5%	0%
COC(=O)c1ccc(C2c3c(oc4ccc(F)cc4c3=O)C(=O)N2CCO)cc1 (stereo not given)	-12%	-1%	-5%	5%	-8%	-16%	-5	-9%	-8%
COc1cc(OC)c(N2CC(C(=O)Nc3cccc(C(=O)NC4CC4)c3)CC2=O)cc1Cl (stereo not given)	5%	13%	nt	7%	nt	10%	1	-43%	-6%
CS(=O)(=O)N1CCc2nc(-c3ccccc3)sc2C1	-5%	11%	1%	-1%	-1%	14%	-9	-2%	42%
NC(=S)NC1CC2C=CC1C2 (stereo not given)	1%	-27%	-2%	?	-7%	-1%	0	5%	-4%
COc1cc(C2/C(=C(/O)c3ccc(OCC(C)C)cc3)C(=O)C(=O)N2CCN(C)C)ccc1O (stereo not given)	-6%	34%	-1%	-31%	-20%	nt	3	-12%	0%
Cc1ccc2c(c1)N(Cc1cccc(Cl)c1)C(=O)c1cccnc1O2	-24%	-6%	12%	-12%	-18%	-10%	0	0%	-3%
CCn1c2ccc(C)cc2c2nnc(SCCN3CCCCC3)nc21	-2%	6%	0%	-22%	-11%	4%	-1	-13%	7%
O=C(C[n+]1cc(-c2ccccc2)n2c1CCC2)Nc1nc(-c2ccccc2)cs1	-9%	-10%	6%	-29%	-13%	-6%	-4	-5%	2%
Clc1cccc(Cl)c1C1Nc2cccc3cccc(c23)N1	-4%	?	-59%	?	?	20%	7	-39%	35%
CCN(CC)C(=O)[C@H]1C[C@H](CC(=O)NCCC2=CCCCC2)C(=O)N2CCc3c([nH]c4ccc(Cl)cc34)[C@]12C	-18%	19%	nt	?	nt	2%	-5	-17%	-34%
c1cn(C23CC4CC(CC(C4)C2)C3)cn1	-12%	16%	1%	11%	-18%	-1%	-1	-6%	1%
COc1ccc(OC)c(C(c2c(O)nc(SC)[nH]c2=O)c2c(O)nc(SC)[nH]c2=O)c1	-12%	-18%	5%	-27%	-1%	-13%	-8	-18%	22%
CCOc1ccc(C(=O)Nc2cc(C)c3c(=O)oc4ccccc4c3n2)cc1	-19%	-8%	42%	1%	-15%	-3%	-5	-21%	12%
C=CCC[C@H](Cc1ccc(F)cc1)C(=O)OC[C@H](Cc1c[nH]c2ccccc12)NC(=O)[C@H](CC=C)CC(=O)N[C@H](CO)Cc1ccccc1	-6%	-15%	nt	5%	nt	2%	-2	4%	-5%
O=C(/C=N/O)Nc1ccc(F)cc1	-6%	4%	14%	143%[activator]	-5%	0%	-8	-9%	0%
CC(C)(C)c1ccc(C(=O)NCC(c2ccco2)S(=O)(=O)c2ccc(F)cc2)cc1 (stereo not given)	-19%	?	-18%	-22%	6%	4%	2	1%[60.1 µM]	nt
CC1NC(C)(C)Cc2c1ccc1ccccc21 (stereo not given)	-17%	-27%	?	-1%	6%	3%	-1	9%	1%
COc1ccc(C(=O)Nc2ccc(C(F)(F)F)n(C)c2=O)cc1	-17%	-8%	31%	-6%	-7%	3%	-4	-2%	-1%
COc1ccc(C(=O)N=c2sc3c(C)ccc(OC)c3n2C)cc1	-21%	-9%	-29%	9%[57.4 µM]	0%	11%	-5	2%	-3%
CC(Sc1nncn1C)C(=O)Nc1cc(C(F)(F)F)ccc1N1CCOCC1 (stereo not given)	-22%	-7%	-15%	21%	-4%	13%	-1	3%	-8%
CN(C)S(=O)(=O)n1cc(/C=C(\NC(=O)c2ccccc2F)C(=O)NCCCn2ccnc2)c2ccccc21	-6%&-12%	16%&4%	-27%&24%	4%&-4%	-24%&-4%	2%&7%	-4&-1	-3%&-1%	6%

Single values from above.
APE1 inh with CCOC(=O)c1cnc2c(C(F)(F)F)cccc2c1NCCCN1CCOCC1 stands at 9%
Apoferritin bind with c1ccc(-c2csc(-c3ccc(-c4csnn4)cc3)n2)cc1 stands at 1%
